# 14-3-3g Raf: modulators of human 14-3-3 gamma - Raf peptide interaction; FP, 14-3-3gamma / TMR-pS259-Raf peptide binding; inhibition, % at 40 µM; hit rate 0.19% among 160,000; in the data active means inhibition above about 30%;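 further: 0% = protein plus tracer without compound and 100% = blank with tracer alone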
# Target sequence (P61981 whole entry, looked up): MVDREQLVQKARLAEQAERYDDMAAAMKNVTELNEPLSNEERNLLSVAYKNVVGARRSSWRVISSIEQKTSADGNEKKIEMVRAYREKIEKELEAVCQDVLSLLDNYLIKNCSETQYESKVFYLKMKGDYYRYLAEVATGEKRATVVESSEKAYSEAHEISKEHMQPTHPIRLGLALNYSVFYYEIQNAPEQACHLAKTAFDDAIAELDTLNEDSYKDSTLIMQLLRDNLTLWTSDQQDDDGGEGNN
# Numbers without * were called inactive; & = joins results of further samples. A portion of the library (hit frequency here may not be typical).
14-3-3g Raf | Molecule
-3 | COc1cc(C2C(C(=O)OCc3ccccc3)=C(C)N=C3SCCC(=O)N32)ccc1OCC(C)C (centres undefined)
-8 | Cc1ccc2c(c1)cc(CN(CCc1ccccc1)C(=O)N1CCOCC1)c1nnnn12
0 | O=C(CN(c1ccc(Cl)c(C(F)(F)F)c1)S(=O)(=O)c1ccccc1)N1CCc2ccccc2C1
0 | Cc1ccc(CNC(=O)C2CCN(S(=O)(=O)N3CCCCC3)CC2)cc1
-1 | CCC(CO)Nc1cc(Cl)ccc1[N+](=O)[O-] (centres undefined)
6 | Cc1ccc(-n2c(=O)c3sccc3n(Cc3cc(=O)n4ccccc4n3)c2=O)cc1F
-7 | Cc1ccccc1C(=O)Nc1ccc(Br)cn1
-11 | CCCOC(=O)c1cccc(NC(=O)c2c(OC)cccc2OC)c1
-6 | O=[N+]([O-])c1ccc(CSc2nc3ccccc3c3nc4ccccc4n23)cc1
-2 | CSc1nc2ccc(NC(=O)C3CCCCC3)cc2s1
-8 | O=C(CSc1nc(NCC2CCCO2)c2ccccc2n1)NCc1ccccc1 (centres undefined)
-9 | COc1c(-c2cc(C(F)(F)C(F)F)[nH]n2)c(O)c(OC)c2occc12
-3 | CCN1CCN(Cc2c(O)ccc3c(=O)c(-c4ccc(Cl)cc4)c(C(F)(F)F)oc23)CC1
-1&-6 | Cc1cccc(NC(=O)c2ccc3ccccc3n2)n1
-4 | CC1=C(C(=O)OCC(Cl)(Cl)Cl)C(c2cccc(Br)c2)NC(=O)N1 (centres undefined)
-47 | Cn1c(C(=O)NC2CCCCC2)cc2sccc21
-6 | COc1ccc(N2C(=O)CCC(C(=O)NCCCN3CC(C)CC(C)C3)C2c2ccc(F)cc2)cc1 (centres undefined)
-9 | CCOc1ccc(-c2nc(-c3ccc(OC)c(OC)c3)no2)cc1OCC
-6 | CCC(=O)N1c2ccc(S(=O)(=O)CCC(=O)Nc3cccc(CC)c3)cc2CC1C (centres undefined)
-11 | Cc1csc(SCC(=O)c2cc(C)n(Cc3cccs3)c2C)n1
4 | CCOc1ccc(C2=Nn3c(nnc3-c3cccc(OC)c3)SC2)cc1
0 | O=C(CN(C(=O)Cn1nnc(-c2cccs2)n1)c1ccc2c(c1)OCCO2)NC1CCCCC1
2 | O=C(N1CCN(c2ccc(F)cc2)CC1)C1(S(=O)(=O)c2ccc(Cl)cc2)CC1
-7 | CC12CCC(C(=O)Nc3ccccc3F)(CC1=O)C2(C)C (centres undefined)
1 | Cc1ccc(NC(=O)CCc2c(C)nc3ncnn3c2C)nc1
-1 | CCN(CC)C(=O)c1csc(Nc2ccc(C)cc2)n1
2 | C=CCN=c1sc(C(=O)OC)cc(=O)n1CC=C
-1 | Cc1[nH]c(=O)[nH]c(=O)c1S(=O)(=O)N1CCC(C(=O)N2CCN(Cc3ccccc3)CC2)CC1
-363 | COc1ccc(-c2csc(=Nc3ccccc3)n2Cc2ccccc2)cc1
5 | O=C(Cn1c(=O)oc2cc(S(=O)(=O)N3CCOCC3)ccc21)N1CCc2ccccc2C1
-1 | O=C1C2C3C=CC(C2C(=O)N1CCCO)C1C2C(=O)N(CCCO)C(=O)C2C31 (centres undefined)
-2 | CC1=C(C(=O)Nc2ccc(C)cc2)C(c2ccc(C(C)C)cc2)NC(=O)N1 (centres undefined)
9 | CCCOC(=O)C1=C(C)NC2=C(C(=O)CC(c3ccc(Cl)cc3)C2)C1c1ccc(Br)cc1 (centres undefined)
-6 | O=C(Nc1ccccc1N1CCN(C(=O)c2ccccc2)CC1)c1cc2ccccc2o1
-8 | N#Cc1c2c(c(N3CCOCC3)n3c1nc1ccccc13)CCC2
5 | N#CCC(=O)NCCc1ccccc1Cl

# 7 entries from above in another layout:
smiles	14-3-3g Raf
COc1ccc(-c2csc(=Nc3ccccc3)n2Cc2ccccc2)cc1	-363
O=C(Cn1c(=O)oc2cc(S(=O)(=O)N3CCOCC3)ccc21)N1CCc2ccccc2C1	5
O=C1C2C3C=CC(C2C(=O)N1CCCO)C1C2C(=O)N(CCCO)C(=O)C2C31 (centres undefined)	-1
CC1=C(C(=O)Nc2ccc(C)cc2)C(c2ccc(C(C)C)cc2)NC(=O)N1 (centres undefined)	-2
CCCOC(=O)C1=C(C)NC2=C(C(=O)CC(c3ccc(Cl)cc3)C2)C1c1ccc(Br)cc1 (centres undefined)	9
O=C(Nc1ccccc1N1CCN(C(=O)c2ccccc2)CC1)c1cc2ccccc2o1	-6
N#Cc1c2c(c(N3CCOCC3)n3c1nc1ccccc13)CCC2	-8

# New compounds follow
14-3-3g Raf | Molecule
-3 | CC(=O)N1CCCc2cc(S(=O)(=O)Nc3cc(C)cc(C)c3)ccc21
-10 | CCOC(=O)CNC(=O)c1cncc(Br)c1
0 | COc1ccc(C(=O)Nc2cc(C(=O)N3CCCCCC3)ccc2N2CC3CC(C2)c2cccc(=O)n2C3)cc1 (centres undefined)
4 | C=CCN(C(=O)CSc1nc2ccsc2c(=O)n1Cc1ccccn1)c1ccccc1
-5 | COc1ccc(CCNC(=O)c2nnc(Cc3c(F)cccc3Cl)o2)cc1OC
-11 | Cc1ccc(-c2cc(-c3cccc4nc(C)oc34)n[nH]2)c(O)c1
1 | CCOC(=O)c1ccc(NC(=O)C2CC(=O)N(C)C(=Nc3ccc(F)cc3)S2)cc1 (centres undefined)
-4 | O=C1Nc2ccccc2C12OCCCO2
-10 | Cc1ccc2nc(-c3ccc(Cl)cc3)cc(C(=O)N3CCOCC3)c2c1
5 | COc1cc2c(cc1OC)CN(C(=O)CC1CC3CCC1C3)CC2 (centres undefined)
-29 | CC(C)c1ccc(NC(=O)C(c2cc3c(cc2[N+](=O)[O-])OCO3)N(C)c2ccccc2)cc1 (centres undefined)
-44 | COc1ccc(N2CCN(C(=O)C3CCN(S(=O)(=O)c4cccs4)CC3)CC2)cc1
4&-146 | O=C(Nc1cccc2c1CCCC2)C1CCCN(S(=O)(=O)c2cccc3nonc23)C1 (centres undefined)
1 | O=C(CCn1c(=S)oc2ccccc21)N1CCCCC1
-6 | COC(=O)N1CCN(c2ccc(C(C)=O)cc2)CC1
-1 | CC1(C)CC(=O)C2=C(C1)Nc1ccccc1N(C(=O)c1ccccc1)C2c1cccc(F)c1 (centres undefined)
-8 | Cc1nc(Nc2ncc3c(n2)CC(C)(C)CC3=O)nc2ccccc12
0 | CCOC(=O)/C(C(N)=NC(C)C)=C(\O)c1ccccc1
7 | CCOC(=O)c1c(-c2ccc(F)cc2)csc1NC(=O)CSc1nnc2sc3ccccc3n12
-3 | COc1cc(-c2nc3ccccc3c(=O)n2CC(=O)Nc2ccc(C)cc2C)cc(OC)c1OC
-9 | Cc1cc(C)cc(N(C(=O)CNC(=O)c2ccco2)C(C(=O)NC2CCCC2)c2cccnc2)c1 (centres undefined)
6 | C#CC(CO)N(CCN(Cc1ccccc1)C(C#C)CO)Cc1ccccc1 (centres undefined)
0 | CSCCC(NC(N)=O)C(=O)NCC1CCCCC1 (centres undefined)
-41 | COc1ccc([N+](=O)[O-])cc1NC(=O)c1sc2ncnc(N3CCCCC3)c2c1C
2 | CCCCc1ccc(N2CC(C(=O)Nc3cccc(C(F)(F)F)c3)CC2=O)cc1 (centres undefined)
-2 | CCOC(=O)c1cnc2ccc(OCC)cc2c1Nc1ccc(N(C)C)cc1
3 | COCC(C)n1c(SCc2ccc(C(=O)OC)o2)nc2ccccc2c1=O (centres undefined)
-12 | CCOc1ccc(NC(=O)C2CC(=O)N(CC)C(=Nc3ccc4c(c3)OCO4)S2)cc1 (centres undefined)
4 | Cc1ccc(Nc2nc(N)nc(CSc3nccn3C)n2)c(C)c1
-1 | CCOC(=O)c1ccccc1NC(=O)COC
-4 | N#CCCS(=O)(=O)c1nnnn1-c1ccccc1
0 | Cc1ccc(Cc2c(C)nc3nc(SCC(=O)NC(C)(C)C)nn3c2C)cc1
-3 | CC(=O)Nc1cc(C(=O)N(C)Cc2ccco2)ccc1Sc1ccc(C)cc1
-1 | O=C(O)CC(NC(=O)c1ccccc1NC(=O)c1ccccc1)C(=O)O (centres undefined)
-10 | O=C(c1cccs1)N1CCCC(c2ccccc2)C1 (centres undefined)
0 | O=C(Nc1ccon1)c1cccc(S(=O)(=O)N2CCCC2)c1
-5 | O=C(CS(=O)(=O)c1cn(Cc2ccc(Cl)cc2)c2ccccc12)N1CCOCC1
-3&5 | COCCn1c(SCC(=O)Nc2ccccc2)nc2c1c(=O)[nH]c(=O)n2C
-16 | CC(=O)c1cccc(NS(=O)(=O)c2ccc3[nH]c(=O)sc3c2)c1
-5 | Cc1nc(C)n(CC(O)COc2ccc3cc(Br)ccc3c2)n1 (centres undefined)
0 | COc1ccc(-c2cc(C(=O)NCc3ccc(Cl)cc3)c3ccccc3n2)cc1
-12 | CCOC(=O)C(C#N)C(=O)c1ccc(N)cc1 (centres undefined)
5 | CCC(C(=O)Nc1nccs1)(C(F)(F)F)C(F)(F)F
-8 | COc1ccc(NC(=O)c2cc3n(n2)C(C(F)(F)F)CC(c2ccc(F)cc2)N3)cc1OC (centres undefined)
-3 | CCOC(=O)c1[nH]c(C)c(C(=O)O)c1C
-3 | Cc1[nH]c2ccccc2c1SCCNC(=O)c1ccc(Cl)cc1
0 | Cc1cccc(C)c1Nc1nc2ccccc2nc1NS(=O)(=O)c1ccccc1
-7 | O=C(Nc1ccc(-c2nc3ncccc3o2)cc1)c1ccccc1
-2 | COCCCN1C(=O)C(=O)/C(=C(/O)c2ccc(OC(C)C)cc2)C1c1ccncc1 (centres undefined)
-9 | CCOC(=O)N1CCN(S(=O)(=O)c2cc(C)c(C)cc2C)CC1
-17 | CCc1ccc(C2c3c(n[nH]c3C)CC(C)(O)C2C(C)=O)cc1 (centres undefined)
19 | O=C(c1cccn2c(=O)c3c4c(sc3nc12)CCCC4)N1CCN(c2ccccn2)CC1
2 | CCOC(=O)c1sc(NC(=O)c2ccc(C#N)cc2)nc1C
-2 | Cc1c(C(=O)N(C)C)sc2nc(O)n(-c3ccccc3[N+](=O)[O-])c(=O)c12
-9 | CN(C)CCn1c2ccccc2n2cc(-c3ccc(-c4ccccc4)cc3)nc12
0 | O=C(Nc1ccc(Br)cc1)c1ccc(F)c(S(=O)(=O)N2CCCC2)c1
3 | CC(=O)NCCc1nc2ccccc2n1CC(C)C
-2 | Cc1ccc(N2CCN(C(=O)C3CCC(CNS(=O)(=O)c4ccc(Br)s4)CC3)CC2C)cc1 (centres undefined)
-5 | COC(=O)C1=C(C)N(C)C(C)=C(C(=O)OC)C1c1ccc(OCc2ccccc2)c(OC)c1
-3 | CC(C)CC(=O)N1c2ccccc2NC2=C(C(=O)CC(C)(C)C2)C1c1ccc(N(C)C)cc1 (centres undefined)

# Reformatted: 4 of the compounds above
O=C(CSc1nc(NCC2CCCO2)c2ccccc2n1)NCc1ccccc1 (centres undefined)
  14-3-3g Raf: -8

COc1c(-c2cc(C(F)(F)C(F)F)[nH]n2)c(O)c(OC)c2occc12
  14-3-3g Raf: -9

CCN1CCN(Cc2c(O)ccc3c(=O)c(-c4ccc(Cl)cc4)c(C(F)(F)F)oc23)CC1
  14-3-3g Raf: -3

Cc1cccc(NC(=O)c2ccc3ccccc3n2)n1
  14-3-3g Raf: -1&-6

# (list continues)
14-3-3g Raf | Molecule
-70 | O=C1c2sc3nnc(-c4ccccc4)c(=O)n3c2C(=O)N1c1ccc(Br)cc1
-11 | COc1cc2c(cc1OC)C(COc1ccccc1OC)N(C(=O)c1cccc(C(F)(F)F)c1)CC2 (centres undefined)
2 | O=c1c2cc3ccccc3cc2[nH]c(=S)n1-c1ccccc1C(F)(F)F
2 | O=S(=O)(c1ccc(Oc2ccc3oc4ccccc4c3c2)nc1)N1CCCC1
0 | COc1ccc2nc3sc(C(=O)N(C)c4cc(C)ccc4C)cc3cc2c1
-21 | N#Cc1c(NC(=O)C(C(F)(F)F)C(F)(F)F)sc2c1CCC2
2 | COc1ccc(-c2oc3ncn4nc(-c5ccccc5O)nc4c3c2-c2ccc(OC)cc2)cc1
-4 | N#Cc1c(SCC(=O)c2ccccc2)nc2c(c1C1CC=CCC1)CCC2 (centres undefined)
-2 | Cc1ccc(NC(=O)c2ccc(N3CCN(c4ccccc4Cl)CC3)c([N+](=O)[O-])c2)cc1F
-175 | CCOc1ccc(C2C(C#N)=C(N)SC(N)=C2C#N)cc1OC
-10 | CCC(=O)N1c2ccccc2-c2nnc(SC)nc2OC1c1cc(Cl)ccc1OC (centres undefined)
20 | CC(=O)N1c2ccc(S(=O)(=O)CCC(=O)NCc3ccccc3)cc2CC1C (centres undefined)
-2 | CCOC(=O)C(C)Oc1ccc2c(c1)oc(=O)c1ccccc12 (centres undefined)
-4 | Cc1cccc(C)c1NC(=O)N1CCC(c2nc3ccccc3o2)CC1
-68 | CCCCOc1ccc(-c2nnc(-c3ccc(-c4ccccc4)cc3)o2)cc1
1 | COc1ccc(C2C(C(=O)Nc3ccc(C(F)(F)F)cc3)CCC(=O)N2c2cc(OC)c(OC)c(OC)c2)cc1 (centres undefined)
-7&-34 | CCC1CCCCN1CCNC(=O)C1CCN(S(=O)(=O)c2c(C)noc2C)CC1 (centres undefined)
-6 | O=C(COc1ccccc1)N1CCN(C(=O)COc2ccc(Cl)cc2)CC1
-5 | Cc1nnc(NC(=O)CCC(=O)NCc2ccco2)s1
-8 | O=C(CN1C(=O)C2C3CC(C(Br)C3Br)C2C1=O)NC1CCCCC1 (centres undefined)
-14 | Cc1cc2c(c(=O)o1)C(C(C)C)C(C#N)=C(N)O2 (centres undefined)
-1 | Cc1c(Cl)cccc1-c1ccc(C(=O)Nc2ccc(N3CCOCC3)cc2)o1
-5&-7 | CN1CCN(C2=C(Cl)C(=O)N(c3ccc(Cl)cc3)C2=O)CC1
4 | COc1ccc(CNC(=O)CSc2nc3cc(Cl)ccc3s2)cc1

# Next part; the last 3 above are carried over.
14-3-3g Raf | Molecule
-1 | Cc1c(Cl)cccc1-c1ccc(C(=O)Nc2ccc(N3CCOCC3)cc2)o1
-5&-7 | CN1CCN(C2=C(Cl)C(=O)N(c3ccc(Cl)cc3)C2=O)CC1
4 | COc1ccc(CNC(=O)CSc2nc3cc(Cl)ccc3s2)cc1
-1&-51 | Cc1nc2ccc3nc(NC(=O)c4ccco4)sc3c2s1
-3 | CCOC(=O)N1CCN(c2c(NCCc3ccc(OC)c(OC)c3)c(=O)c2=O)CC1
-12 | CC(C)(C)C1CCC2(CC1)NN=C(c1ccccc1)S2 (centres undefined)
-2 | CCNC(=O)CC1SC(=Nc2ccc(OC)cc2)N(C)C1=O (centres undefined)
10 | O=c1cc(CSc2ccccn2)[nH]c(=O)[nH]1
